# Cneo AK release = Cryptococcus neoformans lysis via adenylate kinase release; C. neoformans lysis, adenylate kinase release luminescence, 4 h; normalised: neutral wells 0, clomiphene wells 100; 360,000 compounds, 0.2% hits; lysis activity, % at 15 µM;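 active = mean lysis activity across replicates of at least 80%, whatever share of replicates individually reach that level; inactive = mean lysis activity below 80%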
#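 Material – Cryptococcus neoformans yeast cells · Quantity – 5 × 10^6 yeast cells/mL · Buffer or medium – YPD medium · Compound – single dose · Timing – 4 h static compound exposure, 37 °C, read 1 h post-reagent · Signal – adenylate kinase release luminescence · Read-out basis – lysis from increased AK signal · Benchmarks – Clomiphene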
# CASP6 VEID inh = caspase-6 (human) enzyme inhibition; P55212; purified caspase-6, Z-VEID-R110 cleavage fluorescence; inhibition, % at 12.5 µM; 350,000 compounds, 0.53% hits;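 active = mean inhibition across replicates at least about 35%, with every replicate also reaching that limit, limit read from the data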;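 also: 0% = median of neutral control wells and 100% = no fluorescence left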
# Target sequence (P55212 24-179 limits assumed): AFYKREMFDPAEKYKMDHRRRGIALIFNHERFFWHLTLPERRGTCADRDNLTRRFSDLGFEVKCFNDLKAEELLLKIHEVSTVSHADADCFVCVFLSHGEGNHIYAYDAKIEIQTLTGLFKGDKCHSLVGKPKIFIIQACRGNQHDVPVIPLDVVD
# Target sequence (P55212 194-293 limits assumed): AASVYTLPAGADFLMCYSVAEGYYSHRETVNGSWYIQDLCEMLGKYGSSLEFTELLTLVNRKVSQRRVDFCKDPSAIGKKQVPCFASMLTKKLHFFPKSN
# EWS-Fli inh = inhibitors of EWS/Fli oncoprotein transcriptional activity; A673 NR0B1-luciferase reporter, viability-normalised; 350,000 compounds, 0.67% hits; inhibition, % at 12.6 µM; AID 651661;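 active = mean inhibition of at least 50% after viability correction, with every replicate also passing that limit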;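 also: firefly luciferase signal divided by Alamar Blue viability fluorescence both relative to DMSO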
# FN deposit inh = fibronectin deposition inhibition | AH1F fibroblasts, Alexa488-fibronectin deposition fluorescence, overnight | inhibition, % at 12.6 µM | 350,000 compounds, 0.086% hits | AID 743247;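 active = mean inhibition across replicates of 30% or more, regardless of how many single replicates reach that level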;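 also: positive control wells lacked labelled fibronectin entirely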
#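 Test system: AH1F fibroblast monolayer depositing Alexa488-labelled fibronectin into matrix. Input: 10000 cells per well. Technique: fluorescence, ex 485 nm, em 525 nm. Buffer or medium: DMEM plus 2% serum, read in PBS. Timing: 1 h cell adhesion before compound, then overnight fibronectin incubation. Compound: single dose, pinned. Read-out basis: inhibition from reduced deposited-fibronectin fluorescence.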
# PAX8 inh HTS = PAX8 transcriptional activity inhibition. RMG-I TPO-luciferase reporter, SteadyGlo, 24 h. AID 652154. 360,000 compounds, 1.2% hits. inhibition, % at 12.6 µM;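 active = mean replicate inhibition at least 60% with every replicate also reaching 60%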;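 also: luciferase light reporting Pax8 driven TPO promoter activity; plate controls were median of neutral control wells for no effect and mitoxantrone controls for full effect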
# LGR2 antag = Drosophila LGR2 receptor signaling inhibition; inhibition, % at 9.99 µM; AID 720647; HEK293 LGR2, CRE-luciferase, bursicon-stimulated, 4 h; 380,000 compounds, 0.35% hits;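 active = drop in luminescence signal, shown as inhibition above about 50% in the replicate tests, limit read from the data, passing the limit was not always enough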;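 also: agonist challenge used bursicon conditioned medium at about half maximal strength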
# PGC1a acetyl inh = lowers PGC1a acetylation signal in U2OS cells; AlphaScreen anti-acetyl-lysine; with virally co-expressed GCN5 acetyltransferase; 350,000 compounds, 0.17% hits; inhibition, % at 15.6 µM;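 active = every replicate shows inhibition of at least 40%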;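 also: 0% = neutral control wells and 100% = positive control wells; some results beyond the cut were filed as inactive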
# miR-122 sensor = inhibitors of miR-122 in Huh7 cells. Huh7 miR-122 Renilla luciferase sensor, 48 h; neutral wells = 0, positive control = 100. 340,000 compounds, 0.3% hits. AID 602342. activation (reporter increase), % at 12.5 µM;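 active = mean replicate activation score at least 90 and every replicate individually at or above 90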;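 also: higher luciferase means less miR-122 activity so hits act as miR-122 inhibitors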
# The depositor's hits bear a star; / = not tested or not shown; & = joins results of further samples; [ ] = dose if it differs, or a comment.
# Values run as follows: LGR2 antag	CASP6 VEID inh	Cneo AK release	miR-122 sensor	PAX8 inh HTS	FN deposit inh	PGC1a acetyl inh	EWS-Fli inh
> COc1ccc2c3c([nH]c2c1)[C@@H](CO)N(C(=O)c1ccccc1)CC31CN(C(=O)c2cccc(F)c2)C1
 : -20	4	/	/	-11	1	/	27
> CC(=O)N1[C@@H]2c3ccc(C4=CCCC4)c(=O)n3C[C@@H]2[C@@H](CO)[C@@H]1C(=O)Nc1ccccc1
 : -4	-3	-2	/	/	/	/	-3
> COc1ccc(OC)c(S(=O)(=O)NCCc2cn3ccsc3n2)c1
 : 1	2	-1	36	3	4	-10	-4
> COc1ccc(NC(=O)c2cccc(N3C(=O)c4ccc(C(=O)Nc5ccc(OC)c(O)c5)cc4C3=O)c2)cc1O
 : 37	-1	-23	-11	-37	/	2	21
> C[C@@H]1CN([C@@H](C)CO)C(=O)c2cc(-c3ccncc3)cnc2O[C@@H]1CN(C)S(=O)(=O)c1ccccc1
 : 15	-1	5	-1[16.7 µM]	2	/	6	-14
> COc1ccccc1N(CC(=O)NCC1CCCO1)C(=O)CNS(=O)(=O)c1ccc(C)cc1 (centres undefined)
 : -4	/	0	-4	/	15	11	/
> CCOc1ccccc1C(=O)Nc1cccc2ccccc12
 : /	3	2	/	5	-10	/	5
> CC1C(=O)N2CCCc3cc(NS(=O)(=O)c4ccc(F)cc4)cc1c32 (centres undefined)
 : 3	3	0	-1	/	-5	2	4
> O=C(O)C1Cc2c([nH]c3ccccc23)C(c2ccc3c(c2)OCO3)N1 (centres undefined)
 : -7	0	0	7	/	/	9	2
> O=C(C[C@H]1CC[C@@H](NC(=O)C2CCC2)[C@H](CO)O1)NCc1ccccc1Cl
 : 8	-1	-2	/	-2	/	1	-7
> CCC(=O)N1C[C@H](O)COC[C@@H]2O[C@H](CC(=O)NCc3ccc(Oc4ccccc4)cc3)CC[C@H]21
 : -19	-1	-2	1[16.7 µM]	1	4	-3	5
> C[C@@H]1CN([C@H](C)CO)C(=O)c2cccc(NC(=O)Nc3ccc(C(F)(F)F)cc3)c2O[C@@H]1CN(C)C(=O)Nc1ccc(C(F)(F)F)cc1
 : -10	-3	-3	1[16.7 µM]	2	/	3	-10
> CN1C(=O)c2cc(NS(=O)(=O)c3ccc(Cl)cc3)ccc2OC[C@@H]2O[C@H](CC(=O)O)CC[C@H]21
 : 21	0	-1	27[16.7 µM]	-11	-2	7	12
> C[C@H](CO)N1C[C@H](C)[C@H](CN(C)S(=O)(=O)c2ccc(F)cc2)Oc2ccc(NS(=O)(=O)c3ccc(Cl)cc3)cc2CC1=O
 : 7	0	1	0[16.7 µM]	1	/	13	-1
> COc1ccc(-c2cc(C(=O)Nc3ccc(C)c(N)c3)c3ccccc3n2)cc1
 : -16	-1	-6	8	-27	0	0	-115
> COc1ccc(NC(=O)N(C)C[C@H]2Oc3cc(-c4cccc(C(=O)N(C)C)c4)ccc3S(=O)(=O)N([C@@H](C)CO)C[C@@H]2C)cc1
 : -1	0	-6	45[16.7 µM]	-21	/	-4	9
> O=C(c1ccc(Cl)cc1)N1CCCC(C(=O)N2CCN(c3ccccc3)CC2)C1 (centres undefined)
 : 5	0	-1	-6	14	-8	-1	-4
> COc1ccc(S(=O)(=O)Nc2nc3c(s2)CCCC3)cc1
 : -40	-2	/	-4	6	-5	3	-9
> COc1cc(OC)cc(C(=O)N[C@H](C(=O)OCC(=O)Nc2ccc(C)cc2C)C(C)C)c1
 : -17	-1	-2	-15	13	9	/	2
> c1ccc(CNc2nc(NCc3cccs3)nc3ccsc23)cc1
 : 57*	0	-4	5	35	0	2	12
> CC(c1ccccc1)n1c(N2CCNCC2)nc2c1c(=O)[nH]c(=O)n2C (centres undefined)
 : 8	1	-1	2	-7	-2	-1	10
> O=C(C1=C[C@H](c2ccccc2)C[C@H](OCc2ccc(CO)cc2)O1)N1CCN(Cc2ccc3c(c2)OCO3)CC1
 : 6	-4&-1	-2&0&-2	-17	14&29	9	-7&-12&-9	-6&0&3
> CC(C)c1ccccc1-n1cc[nH]c1=S
 : 7	-2	/	/	-8	/	-5	3
> COCCn1c(SCC(=O)N2CCC(C)CC2)nc2c(c1=O)SCC2
 : -8	3	2	/	14	-1	/	5
> C/C=C/c1cnc2c(c1)C(=O)N([C@@H](C)CO)C[C@@H](C)[C@@H](CN(C)C(=O)NC1CCCCC1)O2
 : 20	3	-2	8[16.7 µM]	10	-12	2	-8
> CC(C)Oc1ccc(S(=O)(=O)N2CCOCC2)cc1NC(=O)C1=NN(c2ccccc2)C(=O)CC1
 : -19	1	3	18	52	3	-3	25
> Cc1ccc(S(=O)(=O)Nc2ccc3c(c2)C(=O)N([C@H](C)CO)C[C@@H](C)[C@H](CN(C)S(=O)(=O)c2ccccc2)OCCCC[C@H](C)O3)cc1
 : -14	3	0	-2[16.7 µM]	80*	9	-11	3
> C[C@@H]1CCCCO[C@H](CN(C)S(=O)(=O)c2ccccc2)[C@@H](C)CN([C@H](C)CO)C(=O)c2cc(NC(=O)Nc3ccc(F)cc3)ccc2O1
 : 13	-1	0	8[16.7 µM]	-14	/	3	-2
> COc1ccc(CC(N)c2csc(NC(=O)Nc3ccc(OC)cc3)n2)cc1 (centres undefined)
 : -12	3	1	1	-7	1	/	18
> COc1ccc(C2CC(=O)N(CC(=O)NCC3CCCO3)c3ccccc3S2)cc1 (centres undefined)
 : 2	1	/	/	-8	7	/	-7

# Of the compounds above, these have a COOH group:
# Values run as follows: LGR2 antag	CASP6 VEID inh	Cneo AK release	miR-122 sensor	PAX8 inh HTS	FN deposit inh	PGC1a acetyl inh	EWS-Fli inh
> O=C(O)C1Cc2c([nH]c3ccccc23)C(c2ccc3c(c2)OCO3)N1 (centres undefined)
 : -7	0	0	7	/	/	9	2
> CN1C(=O)c2cc(NS(=O)(=O)c3ccc(Cl)cc3)ccc2OC[C@@H]2O[C@H](CC(=O)O)CC[C@H]21
 : 21	0	-1	27[16.7 µM]	-11	-2	7	12

# Remaining list, next part.
# Values run as follows: LGR2 antag	CASP6 VEID inh	Cneo AK release	miR-122 sensor	PAX8 inh HTS	FN deposit inh	PGC1a acetyl inh	EWS-Fli inh
> Cc1cc(OCC(=O)Nc2ccc(CN3CCCCC3)cc2)ccc1Cl
 : 21	6	/	-1	-4	-4	-9	5
> COc1ccc(NS(=O)(=O)c2cccc(N3CC(O)=C(c4ccccc4)C3=N)c2)cc1
 : -6	3	/	/	-1	-5	/	11
> COc1ccccc1NC(=S)N1C2CCC1CC(NC(=O)NC13CC4CC(CC(C4)C1)C3)C2 (centres undefined)
 : /	/	0	2	/	-14	-4	/
> COc1cccc(C#Cc2cnc3c(c2)C(=O)N([C@@H](C)CO)C[C@H](C)[C@@H](CN(C)C(=O)C2CC2)O3)c1
 : 4	1	-6	6[16.7 µM]	/	/	-15	6
> Cc1cc(C(=O)Nc2cccc3c2O[C@@H](CN(C)S(=O)(=O)c2cn(C)cn2)[C@H](C)CN([C@H](C)CO)C3=O)n(C)n1
 : -15	-1	0	0[16.7 µM]	/	-4	3	-10
> C[C@H]1CN([C@@H](C)CO)C(=O)c2cccc(NC(=O)NC3CCCCC3)c2O[C@H]1CN(C)S(=O)(=O)c1cccs1
 : -8	-1	-7	-6[16.7 µM]	/	-4	8	10
> CCC1CCCCN1C(=O)CSc1nnc(-c2ccc(Cl)cc2)o1 (centres undefined)
 : -7	-2	0	-10	-14	-6	/	-25
> C[C@@H]1CN([C@@H](C)CO)S(=O)(=O)c2ccc(C#Cc3ccccc3F)cc2O[C@H]1CN(C)CC1CC1
 : 14	0	1	-6[16.7 µM]	/	10	-19	31
> COC(=O)c1sccc1NC(=O)C1CC(C)=C(C)CC1C(=O)O (centres undefined)
 : 5	-1	/	/	20	-1	-5	7
> Cc1c(Cl)cccc1NC(=O)Cc1cccs1
 : 17	7	-1	-1	37	-3	13	-11
> O=C(CN1C(=O)c2ccccc2S1(=O)=O)NCc1cccnc1
 : 3	/	-3	5	/	-1	10	/
> Cc1ccc(NC(=O)CN(C)S(=O)(=O)c2cccs2)c(Br)c1
 : -15	2	2	0	-94	5	-59	25
> Cc1ccc(S(=O)(=O)Nc2c(C)n(C)n(-c3ccccc3)c2=O)cc1C(=O)NCc1ccco1
 : 15	2	-1	5	5	-7	-1	3
> O=C(C[C@H]1CC[C@H](NS(=O)(=O)c2ccc(F)cc2)[C@@H](CO)O1)NCc1ccccc1F
 : 14	2	/	/	/	2	0	-4
> COCCCNC(=S)N(Cc1ccccc1)Cc1nc2ccccc2c(=O)[nH]1
 : 16	-3	-1	2	32	2	-3	8
> COc1ccc(C(=O)N2CCC(C)(C(=O)NS(=O)(=O)C3CC3)C2)cc1F (centres undefined)
 : 17	1	-2	-4	/	5	9	-3
> COc1cccc(NC(=O)CCC(=O)Nc2cccc(OC)c2)c1
 : 5	/	-1	3	-4	-1	-8	/
> CCc1ccc[n+](-c2[nH]c(=O)sc2/C=N/N=C(\N)[O-])c1
 : -4	6	/	/	6	-5	/	6
> O=C(COc1ccccc1Cl)NCCCNC(=O)c1ccncc1
 : -11	-1	1	/	4	-5	/	-4
> COc1ccc2[nH]c(O)c(N=NC(=N)N)c2c1
 : -1	4	/	/	-2	3	/	0
> O=C(O)CC/C(=N/NC(=O)CNC(=O)C(c1ccccc1)c1ccccc1)c1ccccc1
 : -5	-5	9	0	4	0	-6	-1
> COc1cccc(C#Cc2ccc3c(c2)[C@@H]2[C@@H](CCN2C(C)=O)[C@@H](CO)N3)c1
 : -57	/	-9	10[16.7 µM]	-8	3	1	-8
> S=c1[nH]nc2n1CCCN2
 : 14	-3	/	/	1	0	/	-22
> COCCn1c(SCC(=O)Nc2ncc(Cl)c(C)c2Cl)nc2ccccc21
 : /	/	-1	-1	7	8	1	/
> CCOc1ccc(C(=O)NCC(=O)OCC(=O)Nc2ccc(C)c(S(=O)(=O)N(C)C)c2)cc1
 : -6	1	-4	/	-1	10	5	-17
> COCCNC(=O)C1Nc2ccc(C(F)(F)F)cc2C2C=CCC12 (centres undefined)
 : 1	-3	1	-3	7	-11	-6	-11
> CN1[C@@H]2c3ccc(-c4cccnc4)c(=O)n3C[C@H]1[C@H](CO)[C@H]2C(=O)N1CCC(Cc2ccccc2)CC1
 : -2	1	40	5[16.7 µM]	-7	/	/	-4
> COc1ccc(CONc2ncnc3nonc23)cc1[N+](=O)[O-]
 : -20	1	/	/	14	-3	/	0
> OCCNc1nc(Nc2ccccc2Cl)nc(N2CCCC2)n1
 : -3	0	-1	/	9	-5	/	-5
> COC(C[C@@H]1O[C@@H]1[C@@H](O)[C@@H](C)OCc1ccccc1)OC
 : -6	-3	0	-5	-11	-8	-4	-3
> NC(=O)COC(=O)c1cc(=O)[nH]c2ccc(S(=O)(=O)Nc3ccc(F)cc3)cc12
 : -15	0	1	-4	-1	-2	1	3
> CO[C@@H]1CN(C)C(=O)c2cc(C#N)ccc2OC[C@H]2O[C@H](CC[C@H]2OC)CCN(C)C(=O)[C@H]1C
 : -20	0	16	/	0	-8	1	-2
> O=C(CN1CCN(c2ccccc2O)CC1)Nc1cc(S(=O)(=O)N2CCCC2)ccc1Cl
 : 22	6	1	/	31	4	-22	10
> CC(C)(C)c1cc(OC(=O)C2CCCC2)ccc1O
 : 4	4	-3	-4	2	-1	7	17
> O=C(c1cc(-c2ccccc2O)on1)N1CCOCC1
 : -50	0	-4	-7	-152	7	-6	-98
> CCC(=O)N(C)C[C@@H]1Oc2ncc(-c3cccc(OC)c3)cc2C(=O)N([C@@H](C)CO)C[C@@H]1C
 : -15	0	2	-2[16.7 µM]	-5	4	-3	1

# Bioassay records from PubChem.
